EPAC2 antagonist = qHTS for Antagonist of cAMP-regulated guanine nucleotide exchange factor 2 (EPAC2): primary screen | 360,000 compounds, 0.18% hits | AID 720708, 2013 | EPAC2 GEF exchange of Rap1B-BODIPY-GDP, fluorescence | Potency, µM (series often up to 114 µM), without a hit: at the top dose activity, negative = inhibition, hits mostly inhibitors; note: potency is the fitted concentration of half-maximal effect; % is set by controls: 0 for no effect and ±100 for the full control effect; nearly all actives have a fitted effect of over 45% in size; many of its hits are not listed in these tables
D3 antag = qHTS of D3 Dopamine Receptor Antagonist: qHTS; D(3) dopamine receptor (Homo sapiens), P35462; max response, negative = inhibition, %; AID 652054, 2013; D3R cells, DiscoveRx beta-arrestin luminescence, antagonist mode; hits give low values; 360,000 compounds, 2.5% hits; in the data active = max response below about -50%; inconclusive = no clear call, values can overlap the other calls; note: % is set by controls: 0 for no effect and ±100 for the full control effect; mostly tested at two doses, the higher about 12 µM
Target sequence (P35462 whole entry, looked up): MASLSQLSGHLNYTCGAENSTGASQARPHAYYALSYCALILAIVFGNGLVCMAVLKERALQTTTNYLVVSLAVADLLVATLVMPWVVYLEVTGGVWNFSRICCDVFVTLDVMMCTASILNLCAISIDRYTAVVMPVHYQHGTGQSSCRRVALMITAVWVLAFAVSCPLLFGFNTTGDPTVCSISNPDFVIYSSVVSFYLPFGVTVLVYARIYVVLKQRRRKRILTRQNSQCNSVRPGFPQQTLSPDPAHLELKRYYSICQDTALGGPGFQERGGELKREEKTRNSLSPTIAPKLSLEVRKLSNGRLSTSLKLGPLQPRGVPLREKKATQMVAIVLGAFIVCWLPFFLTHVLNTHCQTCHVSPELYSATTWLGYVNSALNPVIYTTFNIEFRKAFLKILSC
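Cells plated overnight at 1500 cells/well, then exposed to library compounds with dopamine controls for 90 minutes at 37 degrees C. DiscoveRx reagent added for 30–60 minutes at room temperature; luminescence read, quantitative HTS format.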
aSyn yeast inh = qHTS of alpha-syn Inhibitors | Potency, µM (series often up to 46.1 µM), inactives show at the top dose growth rescue (activation), hits mostly activators | 370,000 compounds, 0.14% hits | Yeast expressing alpha-synuclein, growth rescue, BacTiter-Glo, 24 h; note: potency is the fitted concentration of half-maximal effect; % of control where 0% means no effect; nearly all actives have a fitted effect of over 65% in size
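Galactose-induced alpha-syn yeast (OD600=0.02, raffinose-pregrown) + pinned cpd, 24 hr, 30 deg C; growth by BacTiter-Glo luminescence. Growth restoration scores as activation.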
TDP-43 yeast inh = qHTS of TDP-43 Inhibitors; Potency, µM (highest dose often 46.1 µM), for the others: at the highest dose growth rescue (activation), usual class: activators; AID 652104, 2013; TDP-43 expressing yeast growth rescue, BacTiter-Glo, 24 h; 410,000 compounds, 1.8% hits; note: potency is the fitted concentration of half-maximal effect; % of control where 0% means no effect; nearly all actives have a fitted effect of over 50% in size
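Yeast cells expressing TDP-43 under galactose induction are exposed to compounds for 24 hr at 30 deg C. BacTiter-Glo luminescence measures growth, so protective compounds score as activators.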
FUS yeast rescue = qHTS for Suppressors of FUS Proteinopathy: Primary screen using FUS-linked yeast assay; S. cerevisiae FUS-expressing, growth rescue, OD600, 24 h; 390,000 compounds, 0.24% hits; AID 1347120, 2019; Potency, µM (doses to about 76.6 µM), without a hit: at the top dose growth rescue (activation), most hits filed as activators;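 note: potency is the fitted concentration of half-maximal effect; plate controls were DMSO vehicle for no effect and reference control for full effect; nearly all actives have a fitted effect of over 55% in size; some results filed as inactive show a strong effect at the top dose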
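Quantitative HTS measuring growth restoration of FUS-toxic yeast. Galactose-induced cells (OD 0.005) were exposed 24hr at 30C to compounds at several concentrations, then absorbance at 600 nm was recorded.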
Abeta rescue = qHTS for compounds that reverse cellular toxicity of Amyloid beta (A-beta) peptide in yeast: Primary Screen; 410,000 compounds, 0.063% hits; AID 1347071, 2019; Potency, µM (top dose mostly 46.1 µM), without a hit: at the highest dose growth rescue, most hits filed as activators; yeast expressing A-beta42, growth rescue, OD600, 48 h; response scale: 0% DMSO, 100% iron-clioquinol control; note: potency is the fitted concentration of half-maximal effect; nearly all actives have a fitted effect of over 55% in size
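Growth rescue measured by 600 nm absorbance after 48 h yeast culture at 30 C with compound. Values normalized between DMSO and an equimolar ferric chloride plus clioquinol control.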
D3 ag = qHTS of D3 Dopamine Receptor Agonist: qHTS. D3R DiscoveRx beta-arrestin cells, luminescence, 90 min. 410,000 compounds, 0.58% hits. max activation, %. D(3) dopamine receptor (Homo sapiens), P35462; in the data active = max activation above about 30%; note: 0% is about no effect; mostly tested at two doses, the higher about 12 µM
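Agonist mode: compounds and dopamine controls were applied to plated cells for 90 min at 37 degrees C after an overnight attachment at 1500 cells/well. Luminescent read-out followed 30 - 60 minutes at room temperature with DiscoveRx detection reagent.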
EPAC2 agonist = qHTS for Agonist of cAMP-regulated guanine nucleotide exchange factor 4 (EPAC2): primary screen. Rap guanine nucleotide exchange factor 4 (Homo sapiens), Q8WZA2. EPAC2 activation, biochemical qHTS; response scale: 100% = 6.5 mM cAMP response. Potency, µM (titrated, usually from 154 µM), for the others: at the top dose activation, most hits filed as activators. 360,000 compounds, 0.079% hits. AID 720711, 2013; note: potency is the fitted concentration of half-maximal effect; nearly all actives have a fitted effect of over 50% in size
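Readout is BODIPY fluorescence (480 nm excitation, 540 nm emission), which falls as labeled GDP is exchanged off Rap1B. EPAC2 at 100 nM acted on 250 nM RAP1B-BODIPY-GDP with 50 uM GDP present.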
The depositor's hits bear a star; u = inconclusive; x = no result given; [ ] = remark or other dose. Unless noted, calls come from the whole dose curve; as a rule, active = well fitted curve in the direction sought with a large enough effect; inconclusive = small, poorly fitted or top-dose-only effect, or another doubt; inactive = no such curve, though single readings can be large; an effect the other way counts as inactive or inconclusive. Not all compounds are listed; the hit share may differ from the screen's.

Values run as follows: EPAC2 antagonist	D3 antag	aSyn yeast inh	TDP-43 yeast inh	FUS yeast rescue	Abeta rescue	D3 ag	EPAC2 agonist
1	COC(=O)[C@@]1(Sc2ccc(OC)cc2)CC(=O)N[C@@H]1c1ccccc1
  9%	0	-1%	-5%	1%	-9%	-11	10%
2	CC1CCN(S(=O)(=O)c2ccc3c(c2)CCN3C(=O)Nc2ccccc2Br)CC1
  x	x	x	-15%	-3%	-18%	-6	x
3	CC(=O)NS(=O)(=O)c1ccc(NC(=O)CCC(=O)Oc2ccc(C)cc2)cc1
  -3%	19	5%	-5%	-10%	1%	-4	-1%
4	CCC1CCCCN1CCCNC(=O)c1cn(CC(C)C)c(=O)c2cc(OC)c(OC)cc12 (stereo unspecified)
  -4%	-68*	-2%	-15%	45%	3%	-2	-6%
5	CC1(C)CC(NC(=O)Cc2ccc(Cl)cc2)CC(C)(C)N1
  19%	-4	-4%	-7%	12%	-17%	0	5%
6	Cn1cnnc1SCC(=O)c1ccc2c(c1)CCCC2
  0%	-27	1%	-8%	17%	0%	13	3%
7	CC(=O)CSc1ccc(-c2nc3cc(C)c(C)cc3[nH]2)cn1
  6%	4	-3%	17%	13%	-19%	-2	-2%
8	O=C(O)CCCN1C(=O)C(=O)/C(=C(/O)c2ccccc2)C1/C=C/c1ccccc1 (stereo unspecified)
  10%	4	5%	6%	14%	-29%	2	6%
9	COc1ccc(CNC(=O)CNS(=O)(=O)c2ccc(Cl)cc2)cc1
  u	21	0%	-5%	13%	-11%	3	5%
10	C=CCN(C(=O)CCC(=O)O)C1CC(=O)N(c2ccc(OCCC)cc2)C1=O (stereo unspecified)
  12%	13	2%	9%	2%	0%	2	9%
11	COc1cccc(C2=NOC(C(=O)NC3CCCCC3)C2)c1 (stereo unspecified)
  4%	28	0%	-5%	14%	-14%	-21	7%
12	CCC(C)n1c(SCC(=O)Nc2cc(C)on2)nc2ccccc2c1=O (stereo unspecified)
  -2%	42	2%	24%	19%	-2%	0	3%
13	C[C@@H]1CCCCO[C@@H](CN(C)C(=O)c2ccccc2)[C@@H](C)CN([C@H](C)CO)C(=O)c2cc(N(C)C)ccc2O1
  7%	0	-2%	14%	30%	0%	-1	-8%
14	CCOC(=O)Cc1csc(N(C)C)n1
  7%	-6	7%	16%	-57%	6%	-6	0%
15	CC(NC(=O)/C(C#N)=C/c1ccc([N+](=O)[O-])o1)c1ccccc1 (stereo unspecified)
  -1%	-96*	-72%[inhibitor]	-96%[inhibitor]	u	-95%[inhibitor]	-7	13%
16	Cc1cccc(NC(=S)NC2CC3CCCC(C2)N3Cc2ccco2)c1 (stereo unspecified)
  4%	-61*	-2%	13%	-17%	-4%	-21	11%
17	CCOC(=O)c1ccc(N2C(=O)C(C)=C(C)C2=O)cc1
  -6%	0	-1%	11%	7%	-12%	-2	8%
18	CN1C(=O)N(CC(=O)N2CCN(S(=O)(=O)/C=C/c3ccccc3)CC2)C(=O)C12CCCCC2
  -8%	3	4%	9%	16%	-4%	0	-1%
19	CCOC(=O)C1CCCN(c2c(NCCN(CC)c3ccccc3)c(=O)c2=O)C1 (stereo unspecified)
  -11%	-13	-1%	23%	-3%	4%	-3	8%
20	Cc1ccc(NC(=O)CCc2c(C)nc3ncnn3c2C)nc1
  9%	21	0%	-17%	5%	-3%	-3	8%

Retrieved by compound from the list above, 3 records:
Values run as follows: EPAC2 antagonist	D3 antag	aSyn yeast inh	TDP-43 yeast inh	FUS yeast rescue	Abeta rescue	D3 ag	EPAC2 agonist
13	C[C@@H]1CCCCO[C@@H](CN(C)C(=O)c2ccccc2)[C@@H](C)CN([C@H](C)CO)C(=O)c2cc(N(C)C)ccc2O1
  7%	0	-2%	14%	30%	0%	-1	-8%
7	CC(=O)CSc1ccc(-c2nc3cc(C)c(C)cc3[nH]2)cn1
  6%	4	-3%	17%	13%	-19%	-2	-2%
8	O=C(O)CCCN1C(=O)C(=O)/C(=C(/O)c2ccccc2)C1/C=C/c1ccccc1 (stereo unspecified)
  10%	4	5%	6%	14%	-29%	2	6%

Next part
Values run as follows: EPAC2 antagonist	D3 antag	aSyn yeast inh	TDP-43 yeast inh	FUS yeast rescue	Abeta rescue	D3 ag	EPAC2 agonist
21	O=c1[nH]c(SCc2cccc(Cl)c2)nc2c1CCC2
  x	x	x	18%	-31%	2%	8	x
22	Cc1cccc(OCCNC(=O)CCc2ccccc2)c1
  7%	-29	1%	-3%	-6%	3%	-15	1%
23	O=C(NCC(c1ccco1)N1CCN(c2ccccc2)CC1)C(=O)NC1CC1 (stereo unspecified)
  -3%	-6	-1%	10%	6%	6%	4	-6%
24	Cc1ccccc1OCC(=O)N/N=C/c1cccn1C
  12%	16	-12%	-13%	-5%	-10%	-6	7%
25	O=C(COc1ccc(Cl)cc1)NN=C1CCCCCCC1
  1%	13	2%	-3%	11%	18%	5	3%
26	Cc1ccc2c(c1)N(CCCC(=O)NCc1cccnc1)C(=O)CO2
  6%	u	-3%	14%	-24%	10%	4	7%
27	CC(C)(C)c1nc2cc(Cl)c([N+](=O)[O-])cc2o1
  3%	0	-16%	17%	-3%	-3%	-3	12%
28	Cc1cccc(C)c1Nc1c(-c2ccsc2)nc2ccccn12
  x	x	x	12%	-3%	-19%	7	x
29	O=C(O)COc1ccc(/C=N/O)cc1Br
  0%	-1	-8%	9%	19%	-3%	-3	-5%
30	COc1ccc(CCNC(=O)CCS(=O)(=O)Cc2ccccc2C)cc1OC
  7%	5	1%	5%	8%	-1%	3	2%
31	CC1CN(CC(O)COCc2ccc3c(c2)OCO3)CC(C)O1 (stereo unspecified)
  2%	1	6%	-17%	-18%	-9%	-6	3%
32	O=C(COc1ccc(Cl)cc1Br)NC1CC1
  -9%	4	11%	24%	-11%	-13%	2	5%
33	Cc1ccc(CN2CCCn3nc(C(=O)NCCC(C)C)cc3C2=O)cc1
  x	x	x	1%	17%	-5%	-10	x
34	Cc1ccc2oc(C(=O)N3CCC(C(N)=O)(N4CCCCC4)CC3)c(C)c2c1
  11%	14	2%	15%	29%	-5%	11	-2%
35	CN(C)CCNc1nc2sc3c(c2c(=O)n1-c1ccccc1)CCCCC3
  0%	-29	1%	1%	2%	-1%	-22	0%
36	CCCNC(=O)NC(=O)COC(=O)c1ccc(S(=O)(=O)N(C)c2ccccc2OC)cc1
  -13%	-4	11%	3%	24%	4%	-22	18%
37	O=C(N/N=C/c1ccc(N2CCOCC2)cc1)c1ccc(NS(=O)(=O)c2cccs2)cc1
  -4%	-9	-3%	-21%	u	-18%	4	-1%
38	COc1ccc(-c2nnc3ccc(SCc4ccccc4)nn23)cc1
  -10%	0	10%	23%	-22%	6%	5	-5%
39	CCOc1ccccc1NC(=O)c1cc(CC(C)C)oc1C
  -4%	1	6%	3%	28%	16%	3	13%
40	Cn1cc(S(=O)(=O)c2cccc(Cl)c2)c(=O)c2cc(F)c(N3CCCCCC3)cc21
  x	x	x	u	-12%	12%	2	x
41	O=C(OCC(=O)N1CCN(c2ccccc2)CC1)c1cc(F)c(F)cc1Cl
  -3%	22	1%	-3%	-15%	8%	-10	9%
42	COc1ccc(C2=CC(c3c(C)nn(-c4ccccc4)c3Cl)n3nnnc3N2)cc1OC (stereo unspecified)
  1%	63	15%	21%	u	16%	4	7%
43	CC(=O)N[C@@H]1C=C[C@@H](CC(=O)NCc2ccc(Cl)cc2)O[C@@H]1CO
  2%	-26	u	9%	-6%	0%	-13	5%
44	Cc1cc(C)nc(CCNC(=O)c2cc(COc3ccc(F)cc3Cl)on2)n1
  -8%	-4	2%	-12%[0.397 µM]	25%	7%	22	5%
45	Cc1ccc(C)c(C(O)c2ncc(-c3ccc(F)cc3)[nH]2)c1 (stereo unspecified)
  -9%	-23	-2%	-3%	-9%	15%	-10	5%
46	CCOc1c(Br)ccc2c1sc1nc[nH]c(=O)c12
  -1%	-13	-9%	7%	-24%	-3%	-2	-3%
47	C/C(CC(=O)N1CCN(C=O)CC1)=N\NC(=O)c1ccc([N+](=O)[O-])cc1
  -4%	-4	-8%	10%	-16%	2%	1	19%
48	CCOC(=O)C1=C(C)OC(N)=C(C#N)C1c1ccc(OC)c(C)c1OC (stereo unspecified)
  3%	25	-1%	3%	9%	0%	-4	10%
49	COc1ccccc1N1CCN(C(=O)c2cc(-c3ccco3)on2)CC1
  -13%	38	5%	18%	24%	22%	-1	8%
50	CCC1CCCCN1c1nc(-c2ccncc2)nc2ccccc12 (stereo unspecified)
  -8%	23	7%	-5%	22%	-8%	-9	20%
51	COc1ccc(C(=O)Nc2c(C)ccc3nsnc23)cc1[N+](=O)[O-]
  -1%	2	17%	21%	x	12%	-4	7%
52	CN1c2ccccc2SC2C(c3ccccc3)=NOC21 (stereo unspecified)
  -27%	-1	9%	18µM*	2%	-2%	-10	13%
53	C=CCn1c(SCC(=O)NC2CCS(=O)(=O)C2)nc2sc(CC)cc2c1=O (stereo unspecified)
  3%	-20	4%	25%	-19%	27%	1	2%
54	COc1ccc(S(=O)(=O)Cc2ccc(C(=O)NCC(OC)OC)o2)cc1
  -2%	-10	-12%	-22%	4%	-6%	-12	7%
55	O=C(O)c1ccc2c(=O)n3c(nc2c1)/C(=C/c1ccc(Cl)c([N+](=O)[O-])c1)CC3
  -3%	-8	-5%	-3%	24%	-11%	15	8%
56	CC1CC(C)CN(C(=O)CN2C(=O)NC3(CCCCCC3)C2=O)C1 (stereo unspecified)
  0%	-2	6%	-14%	-8%	-13%	-1	-2%
57	Cc1nn(C)cc1/C=C/C(=O)c1ccc(O)cc1
  -4%	-1	1%	18%	x	9%	-2	-4%
58	O=C(CCn1nc(-c2ccc(Cl)cc2)c2ccccc2c1=O)NCC1CCCO1 (stereo unspecified)
  8%	19	0%	8%	25%	-3%	-4	5%
59	COc1ccc(Cc2nnc(NS(C)(=O)=O)s2)cc1
  14%	-5	-6%	-6%	12%	3%	20	2%
60	Cn1cnnc1SCC(=O)NCc1ccccc1
  6%	3	0%	7%	-4%	7%	2	8%
61	O=C1CCS/C(=N\N=C\c2ccc(Cl)cc2Cl)N1
  -2%	-2	-2%	u	7%	19%	-4	-3%
62	Cc1ccc(NC(=O)c2ccc(OCC3CCCO3)cc2)cc1Cl (stereo unspecified)
  -13%	18	3%	9%	19%	-5%	7	-1%
